Screening data from PubChem.
Jurkat NFkB inh: lowers PMA/ionomycin-induced NF-kB signal in Jurkat cells | inhibition, % at 4 µM | PMA/ionomycin-induced NF-kB luciferase reporter, luminescence | hit rate 0.53% among 330,000; in the data active = inhibition above about 50%
TIM10 inh: inhibits growth of TIM10 yeast strain; S. cerevisiae TIM10 strain growth, BacTiter-Glo luminescence, 24 h; inhibition, % at 10 µM; hit rate 1.4% among 330,000; AID 463195;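 active = inhibition of 40% or more at the single tested concentration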;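 note: wild-type TIM10 isogenic control strain grown at permissive 25 °C; 0% = DMSO yeast wells and 100% = minimal medium wells without yeast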
697 NFkB inh: lowers PMA/ionomycin-induced NF-kB signal in 697 B cells. inhibition, % at 4 µM. 697 B-cell NF-kB luciferase reporter, 16 h. hit rate 0.33% among 330,000. AID 435022; in the data active = inhibition above about 35%
XBP1 UPR activ: adaptive UPR (XBP1) activation. CHO-XBP1 luciferase reporter, IRE1-XBP1 UPR activation, luminescence; percent of tunicamycin response, DMSO as zero. activation, % at 20 µM. AID 463104. hit rate 0.33% among 330,000;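 active = versus positive control, 20 µM dose yields 30% or more activation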;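 note: 100% = tunicamycin at 10 µg/mL and 0% = DMSO only wells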
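Material: IRE1-XBP1 luciferase reporter CHO line / Quantity: one thousand reporter cells per well / Buffer or medium: F12 with 10% serum / Compound: 20 µM single concentration, DMSO 1% / Times: 6 h treatment, 37 °C / Detection: Steady-Glo luciferase glow luminescence, 10 min after reagent addition / Benchmarks: tunicamycin high, DMSO low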
tim23-1 inh: tim23-1 yeast growth inhibition; S. cerevisiae tim23-1 growth, BacTiter-Glo luminescence, 24 h; AID 463212; inhibition, % at 20 µM; hit rate 1.3% among 330,000;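 active = growth inhibition of the mutant yeast at or above 50%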;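 note: temperature-sensitive mutant grown at 25 °C; plate controls were DMSO-treated mutant yeast for no effect and medium wells lacking yeast for full effect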
tim10-1 inh: growth inhibitors of tim10-1 mutant yeast; AID 463190; inhibition, % at 20 µM; S. cerevisiae tim10-1 ts strain growth, BacTiter-Glo, 24 h; hit rate 2.2% among 330,000;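 active = inhibition of at least 40%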;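 note: mutant grown at 25 °C; 0% = DMSO wells with yeast and 100% = wells holding no yeast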
Mdm2-MdmX inh: human Mdm2/MdmX binding inhibition; AID 485346; SaOS-2 split-luciferase Mdm2/MdmX complementation, luminescence; O15151+Q00987; hit rate 3% among 330,000; inhibition, % at 8 µM;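 active = inhibition of at least 50% at 8 µM in the primary screen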
Target sequence (O15151 whole entry, looked up): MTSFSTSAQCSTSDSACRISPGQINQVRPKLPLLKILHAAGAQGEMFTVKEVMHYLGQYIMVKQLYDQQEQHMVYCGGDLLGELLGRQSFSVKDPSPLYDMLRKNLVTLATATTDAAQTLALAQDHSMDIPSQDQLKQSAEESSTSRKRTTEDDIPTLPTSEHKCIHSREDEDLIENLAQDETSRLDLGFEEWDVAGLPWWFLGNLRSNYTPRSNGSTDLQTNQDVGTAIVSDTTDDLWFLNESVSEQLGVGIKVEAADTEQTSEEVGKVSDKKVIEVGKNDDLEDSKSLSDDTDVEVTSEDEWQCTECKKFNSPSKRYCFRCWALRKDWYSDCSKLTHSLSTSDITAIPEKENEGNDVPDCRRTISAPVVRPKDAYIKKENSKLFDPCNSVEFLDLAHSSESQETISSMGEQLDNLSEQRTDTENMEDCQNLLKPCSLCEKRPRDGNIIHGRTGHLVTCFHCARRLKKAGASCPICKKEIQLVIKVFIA
Target sequence (Q00987 whole entry, looked up): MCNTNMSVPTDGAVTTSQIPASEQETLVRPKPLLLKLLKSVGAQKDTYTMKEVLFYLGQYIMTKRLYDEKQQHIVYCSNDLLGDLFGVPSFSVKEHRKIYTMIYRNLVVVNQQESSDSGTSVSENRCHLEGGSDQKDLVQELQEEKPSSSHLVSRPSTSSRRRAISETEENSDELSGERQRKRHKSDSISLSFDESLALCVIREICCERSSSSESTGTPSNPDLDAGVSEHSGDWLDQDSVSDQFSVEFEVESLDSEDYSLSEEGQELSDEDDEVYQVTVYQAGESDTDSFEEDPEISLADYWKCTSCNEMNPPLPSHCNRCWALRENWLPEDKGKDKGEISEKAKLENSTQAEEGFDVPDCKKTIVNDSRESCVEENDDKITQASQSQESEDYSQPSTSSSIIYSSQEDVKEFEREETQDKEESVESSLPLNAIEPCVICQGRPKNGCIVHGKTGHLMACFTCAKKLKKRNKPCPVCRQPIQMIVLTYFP
CHOP UPR activ: apoptotic UPR (CHOP) activation | hit rate 0.34% among 330,000 | CHO-CHOP luciferase reporter, luminescence; percent of tunicamycin response over DMSO baseline | activation, % at 10 µM;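 active = at 10 µM dose, activation of 40% or more, normalized to positive control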;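 note: 100% = tunicamycin at 10 µg/mL and 0% = DMSO alone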
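Assay system: CHO cells with stable CHOP pathway luciferase reporter; Buffer or medium: F12 plus 10% serum; Times: 16-18 h cell attachment, then 6 h compound exposure, 37 °C; Signal: luciferase luminescence; Read-out basis: percent activation relative to tunicamycin control; Control set: tunicamycin high control, DMSO low control.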
* hit, by the source's call. An unsorted share of the library (roughly 6.6% active in at least one column).

No.	compound	Jurkat NFkB inh	TIM10 inh	697 NFkB inh	XBP1 UPR activ
1	COC(=O)CSc1nccc(-c2ccc(F)cc2)c1C#N	-1	4	19	4
2	CCc1ccc(NC(=O)CS(=O)CC(=O)Nc2ccc(N3CCOCC3)cc2)cc1 (centres undefined)	0	-4	2	0
3	CCOc1ccccc1NC(=O)COC(=O)C12CC3CC(CC(O)(C3)C1)C2	0	13	10	-1
4	CC(C)(C)c1ccc(C(=O)NC(=O)CSc2n[nH]c(N)n2)cc1	-7	2	-4	-2
5	Cc1ccc(-c2cc(-c3nnc(SCC(=O)NC(C)C(C)C)n3N)c3ccccc3n2)cc1 (centres undefined)	5	16	18	-2
6	CC(=O)Nc1ccc(OCC(=O)NC(C)c2ccc(F)cc2)cc1 (centres undefined)	-1	1	-2	1
7	Cn1nc(-c2ccc(C(=O)Nc3ccc(F)cc3)cc2)c2ccccc2c1=O	-11	11	13	-3
8	COc1ccccc1OCCC(=O)OCC(=O)Nc1ccc(Br)cc1F	-16	16	6	-1
9	O=C(O)C1OC(C(=O)O)C2C1C(F)(F)C2(F)F (centres undefined)	4	9	28	-4
10	COc1ccc(CN(Cc2cc3cc(OC)c(OC)cc3[nH]c2=O)C(=O)NC2CCCCC2)cc1	3	-5	13	-2

No.	tim23-1 inh	tim10-1 inh	Mdm2-MdmX inh	CHOP UPR activ
1	31	12	3	-1.2
2	3	-2	10	1.4
3	9	20	12	0.4
4	7	15	16	3.0
5	13	3	-19	1.7
6	-2	5	8	-0.1
7	15	24	23	-2.1
8	38	29	9	3.4
9	13	8	15	-0.4
10	-4	4	14	-1.8

The results go on:
No.	compound	Jurkat NFkB inh	TIM10 inh	697 NFkB inh	XBP1 UPR activ
11	Fc1ccccc1/C=N/n1c(COc2ccccc2)n[nH]c1=S	0	20	-8	8
12	CC(=O)N1CCc2c(sc(NC(=O)CCS(=O)(=O)c3ccccc3)c2C(N)=O)C1	16	5	-10	-5
13	O=C1CC(N2CCC(C(=O)N3CCCCC3)CC2)C(=O)N1 (centres undefined)	11	2	14	1
14	COC(=O)c1c(C)[nH]c(C(=O)OCC(=O)c2ccc(C)s2)c1C	-68	9	-59	-1
15	Cc1c(C)n2c(SCC(=O)Nc3ccc4c(c3)OCCO4)nnc2[nH]c1=O	-19	1	-31	-2
16	O=C(CCN1CCN(c2ccccc2)CC1)Nc1cccc(Br)c1	3	4	-3	-5
17	O=C(NCc1ccncc1)C(=O)Nc1nccs1	0	-4	0	-3
18	CN(C)c1ccc(NC(=O)CN2C(=O)c3ccccc3C2=O)cc1	-18	-5	-19	0
19	CN(C(=O)COC(=O)C1CCN(S(=O)(=O)c2c(Cl)cccc2Cl)CC1)C1CCS(=O)(=O)C1 (centres undefined)	-4	5	-7	0
20	NC(=O)C1(N2CCCCC2)CCN(Cc2nc(-c3cccs3)no2)CC1	-2	3	19	2

No.	tim23-1 inh	tim10-1 inh	Mdm2-MdmX inh	CHOP UPR activ
11	40	40	-1	1.5
12	15	13	22	-1.0
13	17	-1	3	-0.8
14	5	-14	-30	4.2
15	1	13	-17	1.3
16	12	14	30	1.2
17	1	6	-17	-0.2
18	9	24	-14	1.2
19	8	6	-15	-1.7
20	5	10	1	0.9

New compounds follow:
No.	compound	Jurkat NFkB inh	TIM10 inh	697 NFkB inh	XBP1 UPR activ
21	CN1CCCN(C(=O)c2cc(-c3cccc4ccccc34)nc3ccccc23)CC1	16	-6	9	2
22	CC(C)CC(N)C(=O)OCc1ccc([N+](=O)[O-])cc1 (centres undefined)	9	4	13	-1
23	CC(=O)Nc1cc(C(=O)N2CCN(C)CC2)ccc1S(=O)(=O)c1ccc(C)cc1	4	4	12	-3
24	CCC(=O)N1CCc2cc(S(=O)(=O)N3CCc4ccccc4C3)ccc21	4	5	-11	-3
25	COc1cc(/C=N\NC(=O)CNC(=O)C(c2ccccc2)c2ccccc2)ccc1O	10	-1	20	0
26	CCOC(=O)[C@H]1[C@H]2COc3ccc(OC)cc3[C@@H]2N2C(=O)c3ccccc3NC(=O)[C@@]12C	5	-3	3	-2
27	CC(Oc1ccc(Cl)cc1)C(=O)Nc1ccc(S(=O)(=O)Nc2nccs2)cc1 (centres undefined)	9	2	23	-1
28	CCc1ccccc1OCC(=O)OCC(=O)c1c(N)n(C)c(=O)n(C)c1=O	-11	6	1	1
29	CCOC(=O)C1(CCOc2ccccc2)CCN(Cc2cc(OC)c(O)cc2Cl)CC1	1	-13	-26	-2
30	COc1ccc2cc(C(c3nnnn3C(C)(C)C)N3CCSCC3)c(=O)[nH]c2c1 (centres undefined)	-38	25	-53	0

No.	tim23-1 inh	tim10-1 inh	Mdm2-MdmX inh	CHOP UPR activ
21	4	12	8	-0.1
22	13	-14	-15	2.8
23	-2	5	19	-0.7
24	3	5	13	-0.9
25	3	24	-10	1.0
26	-3	25	-20	-0.2
27	14	-9	-1	0.9
28	28	-2	-14	-0.8
29	-40	-43	29	1.2
30	32	12	-4	-0.3

Next part:
No.	compound	Jurkat NFkB inh	TIM10 inh	697 NFkB inh	XBP1 UPR activ
31	CC1CCCN(CC(O)COCc2ccc3c(c2)OCO3)C1 (centres undefined)	-5	-29	17	1
32	COc1ccccc1-c1csc(NC(=O)c2ccc(N3C(=O)CCC3=O)cc2)n1	5	-5	10	-3
33	O=C(COC(=O)c1ccc(-c2ccc([N+](=O)[O-])cc2)o1)NC(=O)NC1CCCCC1	-12	1	12	-1
34	CCOc1ccc(N2CC(=O)SC2=S)cc1	8	9	20	-4
35	COc1cccc(Cn2nc3c4cc(F)ccc4n(Cc4ccc(F)cc4)cc-3c2=O)c1	-7	-8	-1	-8
36	Clc1cccc(Cl)c1OCCCCN1CCCCC1	9	-17	6	-1
37	COC(=O)[C@H](C)NC(=O)Nc1ccc(OC)cc1OC	-7	-16	-7	-1
38	O=C(Nc1nc2cc3c(cc2s1)OCCO3)c1ccco1	24	43*	-99	-9
39	CCCn1nnc(NC(=O)c2ccc3ccccc3c2)n1	-48	14	-11	2
40	O=C(CN1C(=O)NC2(CCCC2)C1=O)N1CCN(Cc2ccccc2)CC1	8	-5	-6	-1

No.	tim23-1 inh	tim10-1 inh	Mdm2-MdmX inh	CHOP UPR activ
31	-3	8	21	-0.9
32	-1	9	-4	-1.3
33	35	42*	32	1.1
34	6	-4	7	-2.0
35	5	4	15	-1.5
36	6	-6	-2	0.7
37	1	3	1	-3.0
38	75*	49*	71*	-8.4
39	-4	-34	-26	5.2
40	6	1	2	-0.5

3 compounds already listed, sorted by number of heavy atoms, smallest number first:
No.	compound	Jurkat NFkB inh	TIM10 inh	697 NFkB inh	XBP1 UPR activ
20	NC(=O)C1(N2CCCCC2)CCN(Cc2nc(-c3cccs3)no2)CC1	-2	3	19	2
32	COc1ccccc1-c1csc(NC(=O)c2ccc(N3C(=O)CCC3=O)cc2)n1	5	-5	10	-3
10	COc1ccc(CN(Cc2cc3cc(OC)c(OC)cc3[nH]c2=O)C(=O)NC2CCCCC2)cc1	3	-5	13	-2

No.	tim23-1 inh	tim10-1 inh	Mdm2-MdmX inh	CHOP UPR activ
20	5	10	1	0.9
32	-1	9	-4	-1.3
10	-4	4	14	-1.8

More compounds
No.	compound	Jurkat NFkB inh	TIM10 inh	697 NFkB inh	XBP1 UPR activ
41	O=C(Cc1cccs1)N=Nc1c(O)[nH]c2ccc(Br)cc12	9	-13	7	-1
42	COc1ccc(OC)c(/C=C2\SC(=S)N(Cc3cccnc3)C2=O)c1	1	32	-1	-2
43	CC(CCc1ccccc1)NC(=O)C(Cc1ccccc1)NC(N)=O (centres undefined)	-2	4	-13	3
44	O=C(Cc1cccs1)NCc1cccc(Br)c1	-1	-11	-24	4
45	S=C(c1cn(CCOc2cccc3ccccc23)c2ccccc12)N1CCCC1	-3	21	-14	2
46	COc1ccc(C(=O)N2CCN(c3ccc(NC(=O)c4cccs4)cc3)CC2)cc1	5	18	-11	1
47	COc1ccc2c3n(nc2c1)CCN=C3c1ccc(Cl)cc1	4	15	-29	-1
48	Cn1nnc2cc(C(=O)NC3CCCCC3)ccc21	-19	-2	-25	-1
49	O=C(Nc1ccc2c(c1)OCCO2)C1CCN(C(=O)c2ccc(Cl)cc2)CC1	-5	-1	-8	1
50	COc1cc([N+](=O)[O-])ccc1NC(=O)CN1CCc2cc(OC)c(OC)cc2C1	-1	9	15	-5

No.	tim23-1 inh	tim10-1 inh	Mdm2-MdmX inh	CHOP UPR activ
41	17	7	-2	1.2
42	31	19	73*	-0.2
43	1	-13	8	0.5
44	-4	7	-32	2.4
45	11	6	-2	4.9
46	12	18	22	1.7
47	17	5	-18	1.9
48	9	14	-59	-0.9
49	7	12	-24	6.0
50	-4	4	19	-0.3

Structures listed so far that contain a nitro group on carbon:
No.	compound	Jurkat NFkB inh	TIM10 inh	697 NFkB inh	XBP1 UPR activ
22	CC(C)CC(N)C(=O)OCc1ccc([N+](=O)[O-])cc1 (centres undefined)	9	4	13	-1
33	O=C(COC(=O)c1ccc(-c2ccc([N+](=O)[O-])cc2)o1)NC(=O)NC1CCCCC1	-12	1	12	-1
50	COc1cc([N+](=O)[O-])ccc1NC(=O)CN1CCc2cc(OC)c(OC)cc2C1	-1	9	15	-5

No.	tim23-1 inh	tim10-1 inh	Mdm2-MdmX inh	CHOP UPR activ
22	13	-14	-15	2.8
33	35	42*	32	1.1
50	-4	4	19	-0.3

Later entries
No.	compound	Jurkat NFkB inh	TIM10 inh	697 NFkB inh	XBP1 UPR activ
51	Nc1nc(N2CCCCC2)nc(N2CCCCC2)n1	-20	7	-52	-6
52	COc1cc(NC(=O)CN2C(=O)NC(c3ccccc3)(c3ccccc3)C2=O)cc(OC)c1	-10	-9	22	-4
53	Cc1c(C(=O)Nc2ccccc2)cn2c(nc3ccccc32)c1C#N	-1	2	-26	0
54	CCN(c1ccccc1)c1cc2ccccc2c(=O)[nH]1	-2	12	0	0
55	COc1ccc(Cc2nnc(NS(=O)(=O)c3ccc(NC(C)=O)cc3)s2)cc1	-10	7	10	3
56	Nc1ccccc1SCc1cn2cccnc2n1	-10	1	-4	3
57	COc1cccc(NS(=O)(=O)c2ccc3c(c2)CCN3C(C)=O)c1	19	9	-30	-2

No.	tim23-1 inh	tim10-1 inh	Mdm2-MdmX inh	CHOP UPR activ
51	14	9	11	-2.2
52	0	17	31	-2.5
53	-16	5	6	-1.8
54	4	13	8	-0.9
55	-2	-4	3	0.2
56	5	8	16	2.0
57	-5	7	-2	7.1
